mIAP inh: mouse IAP inhibition | purified mouse IAP, CDP-Star luminescence, 30 min | inhibition, % at 10 µM | 0.2% of 330,000 active;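 active means inhibition of at least 40% at 10 µM in the primary screen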;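 further: plate controls were DMSO with enzyme for no effect and no enzyme wells for full effect; values of inactives mirror those of a sister screen read the other way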
hIAP act: human IAP activation. AID 2524. purified human IAP, CDP-Star luminescence, 30 min; active compounds read high; 1 = vehicle-only enzyme, 0 = enzyme-free background. activation factor at 10 µM. 0.16% of 330,000 active. P09923;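 active means activation factor of the enzyme at least 2-fold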; further: the source names both 10 and 20 µM as test concentration; values of inactives mirror those of a sister screen read the other way
Target sequence (P09923 whole entry, looked up): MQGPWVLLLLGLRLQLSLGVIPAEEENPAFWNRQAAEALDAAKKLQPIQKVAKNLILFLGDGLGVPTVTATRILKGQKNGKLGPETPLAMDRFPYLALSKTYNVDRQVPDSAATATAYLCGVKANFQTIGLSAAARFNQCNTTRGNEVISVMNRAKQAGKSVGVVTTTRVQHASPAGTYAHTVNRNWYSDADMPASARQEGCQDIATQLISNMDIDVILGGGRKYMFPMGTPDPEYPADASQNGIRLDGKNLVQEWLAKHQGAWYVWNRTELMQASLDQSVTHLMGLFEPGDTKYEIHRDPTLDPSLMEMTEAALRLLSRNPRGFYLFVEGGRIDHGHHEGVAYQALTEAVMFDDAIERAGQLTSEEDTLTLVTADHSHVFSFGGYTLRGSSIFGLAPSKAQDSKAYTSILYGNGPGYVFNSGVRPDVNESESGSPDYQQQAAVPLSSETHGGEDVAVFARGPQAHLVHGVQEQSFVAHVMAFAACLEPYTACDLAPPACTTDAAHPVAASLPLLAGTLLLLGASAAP
A3A deaminase: human APOBEC3A DNA deaminase inhibition. recombinant A3A, FAM/TAMRA ssDNA deamination fluorescence. inhibition, % at 20 µM. 0.41% of 330,000 active. AID 493011;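 active means at least 40% inhibition at 20 µM here, with at most 30% in a related deaminase screen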;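 further: plate controls were A3A with DMSO for no effect and wells lacking A3A enzyme for full effect; some results filed as inactive read as strong as hits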
Target sequence (P31941 whole entry, looked up): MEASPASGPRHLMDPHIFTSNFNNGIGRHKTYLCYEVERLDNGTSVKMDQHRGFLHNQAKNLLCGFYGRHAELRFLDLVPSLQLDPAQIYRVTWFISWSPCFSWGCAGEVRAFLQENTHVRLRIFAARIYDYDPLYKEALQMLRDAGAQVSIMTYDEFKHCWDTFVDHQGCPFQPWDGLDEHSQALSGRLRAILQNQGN
mIAP act: mouse IAP activation; muIAP, CDP-Star luminescence, 30 min; active compounds read high; 1 = vehicle-only enzyme signal, 0 = enzyme-free wells; activation factor at 10 µM; 0.24% of 330,000 active; AID 2805;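 active means activation factor of at least 2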; further: the source names both 10 and 20 µM as test concentration; values of inactives mirror those of a sister screen read the other way
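Assay system: mouse IAP enzyme; Reagent: CDP-Star chemiluminescent phosphatase substrate; Compound: DMSO-dissolved test compounds; Incubation: 30 min, room temperature; Technique: luminescence from enzymatic CDP-Star hydrolysis; Controls: DMSO-only wells and no-enzyme negative control.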
hIAP inh: blocks human intestinal alkaline phosphatase. AID 2544. inhibition, % at 10 µM. purified IAP, CDP-Star luminescence, 30 min. P09923. 0.12% of 330,000 active;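 active means inhibition reaching a set limit with compound at 10 µM in the primary screen, cut at about 35% in these data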;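 further: plate controls were DMSO wells with enzyme for no effect and no-enzyme buffer wells for full effect; values of inactives mirror those of a sister screen read the other way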
PfGluPho inh: PfG6PD (Plasmodium falciparum) enzyme inhibition. inhibition, % at 20 µM. PfGluPho enzyme, NADPH resazurin-diaphorase fluorescence. 0.78% of 350,000 active;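 active means inhibition reaching at least a set limit at 20 µM in the primary screen, cut at about 59% in these data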;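 further: 0% = DMSO wells with substrate and 100% = DMSO wells lacking glucose-6-phosphate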
HKDC1 inh: HKDC1 (human) hexokinase inhibition; recombinant HKDC1, G6PDH/diaphorase resazurin coupled fluorescence; inhibition, % at 20 µM; 0.16% of 340,000 active; AID 493160;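 active means inhibition above about 35% when tested at 20 µM, limit read from the data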;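 further: plate controls were DMSO wells with enzyme for no effect and DMSO wells lacking enzyme for full effect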
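Assay system – recombinant HKDC1 (HK5) hexokinase enzyme, produced in-house · Input – HKDC1 at 5 µg/mL · Reagent – glucose plus 1 mM ATP as hexokinase substrates · Timing – 90 min reaction incubation at room temperature, dark · Measured by – G6PDH/diaphorase-coupled fluorescence, 1 mM NADP, 100 µM resazurin, 525/613 nm · Benchmarks – DMSO-enzyme wells negative, buffer-substituted wells positive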
ATG4B inhibitor: ATG4B (human) cysteine protease inhibition. 0.51% of 340,000 active. Q9Y4P1. inhibition, % at 8.33 µM. ATG4B cleavage of LC3-PLA2, NBD-HPC fluorescence, 1 h; in the data active means inhibition above about 40%
* hit, by the source's call; . = not tested or not shown.

mIAP inh	hIAP act	A3A deaminase	mIAP act	hIAP inh	PfGluPho inh	HKDC1 inh	ATG4B inhibitor	structure
-2	1.1	1	1	-8	-9	3	-6	Oc1oc(-c2ccccc2)nc1C=NCc1ccncc1
5	1.1	1	0.95	-14	1	-6	2	Cc1ccc(NS(=O)(=O)c2ccc(C(=O)NCCCN3CCOCC3)cc2)cc1
4	0.85	-2	0.96	15	14	-3	-3	C#CCOCCOCCOCCNc1nc(N2CCN(C(=O)[C@H](CCCN=C(N)N)n3cc(C(N)[C@@H](C)CC)nn3)CC2)nc(N2CCN(C(=O)[C@H](CCCCN)n3cc([C@@H](N)[C@H](C)CC)nn3)CC2)n1 (stereo not given in full)
-2	0.92	0	1	8	-2	4	-4	CCCN(CC1CC1)C(=O)COC(=O)c1oc2ccc(OCC)cc2c1C
-10	0.97	3	1.1	3	24	-2	-14	Cc1ccc(S(=O)(=O)NCCC(=O)Nc2ccc(Cl)c(Cl)c2)cc1C
-8	1.1	0	1.1	-11	12	-12	1	COc1ccc(N)cc1-n1cnnn1
-5	1.1	-5	1.1	-14	-5	-10	4	COc1ccc(N2C(=O)CSC2c2cccs2)cc1 (stereo not given)
-5	0.88	-6	1.1	12	.	.	.	O=C(Oc1ccc2cc(Br)ccc2c1)N1CCCCCC1
6	0.83	-4	0.94	17	4	5	-3	Cc1cc(OC(=O)c2ccccc2Br)cc(=O)n1C
-15	1.2	-5	1.1	-20	11	0	-18	CN(CC(=O)NC(=O)NC1CCCCC1)CC(=O)Nc1ccc(Cl)cc1
-4	1.1	1	1	-11	-1	-3	5	COCCN1C=C(C(=O)OC)C(c2cc(Br)c(OC)c(OC)c2)C(C(=O)OC)=C1
-3	1	-1	1	-5	0	-7	3	Cc1c(C(=O)NN)sc(=S)n1C
-2	1.1	0	1	-15	-3	-3	-6	CCn1c(SCC(=O)Nc2nccs2)nnc1-c1ccccc1
1	1.3	-5	0.99	-29	-2	-6	0	O=C1c2ccccc2C(=O)N1OCc1c(F)cccc1Cl
14	1.1	-2	0.85	-9	-1	-9	2	O=C(CN1CCCCCC1)N/N=C/c1cccs1
7	0.94	-2	0.93	6	21	5	-17	COc1ccc(NC(=O)COc2ccccc2Cc2ccccc2)cc1S(N)(=O)=O
13	0.87	1	0.87	13	22	1	1	CN(C(=S)NC(=O)c1ccc(Br)o1)c1ccccc1
-7	0.74	-4	1.1	26	3	-4	-2	CN1CCN(CCOc2ccc(Cc3ccccc3)cc2)CC1
11	0.76	-4	0.89	24	27	0	-7	COc1ccc(N2CCN(c3ccc4nnc(CCC(=O)Nc5ccc(C)cc5)n4n3)CC2)cc1
2	0.94	1	0.98	6	-12	-4	-3	Cc1cc(NC(=O)CSc2nc3ccccc3n2CC(C)C)no1
0	1.1	-3	1	-10	-5	0	-19	CCCCn1c(Cn2nc(C(=O)O)c3ccccc3c2=O)nc2cc(S(N)(=O)=O)ccc21
-3	0.99	-6	1	1	6	-4	1	CCOc1cc(C(=S)N2CCCC2)ccc1OC
2	1.1	1	0.98	-10	-1	-1	-12	CN1CCC(OC(=O)c2ccc(Cl)cc2Cl)CC1
2	1.1	2	0.98	-10	-4	-3	-3	CCCn1c(Nc2ccccc2C)nc2ccccc21
3	1	-2	0.97	0	-2	7	4	COCCNCCCCOc1ccc(C)cc1[N+](=O)[O-]
6	1.1	3	0.94	-9	-17	7	21	Cc1cc(C)cc(Oc2ccccc2/C=N\O)c1
0	0.94	1	1	6	2	5	-2	COc1ccc(NC(=O)CN2CCN(S(=O)(=O)N(C)C)CC2)cc1
-9	0.9	-1	1.1	10	-9	1	8	CCn1nc(C)c(C2C(C#N)=C(N)Oc3n[nH]c(C)c32)c1C (stereo not given)
-6	0.9	-5	1.1	10	24	-3	-23	O=S(=O)(NCC(c1ccccc1)N1CCNCC1)c1ccc(Cl)cc1 (stereo not given)
8	0.88	2	0.92	12	-7	-3	-6	COc1ccc(CCNC(=O)COC(=O)c2ccccc2NCCO)cc1OC
4	1.1	-1	0.95	-11	-18	0	-8	CC(=O)c1cccc(NC(=O)CC2S/C(=N/N=C/c3ccccc3)NC2=O)c1 (stereo not given)
1	1	-4	0.99	-2	12	-5	-3	CCOC(=O)C1=C(COC(=O)CCCOc2ccccc2)NC(=O)NC1C (stereo not given)
1	0.9	0	0.99	10	-24	0	-7	Cc1cc(O)c(-c2n[nH]c3c2C(c2cccc(O)c2)N(Cc2cccnc2)C3=O)cc1Cl (stereo not given)
-16	1	-2	1.2	-4	-12	-4	-2	N#Cc1ccc(S(=O)(=O)N2CCN(C(=O)[C@@H]3CCCN3C(=O)c3cccs3)CC2)cc1
4	0.83	-1	0.96	17	-7	12	1	Cc1ccc(C(=O)N2CC(=O)Nc3ccccc32)o1
2	1	-2	0.98	-2	0	-4	-7	CC(=O)c1ccc(S(=O)(=O)N2CCN(C(=O)CSC(=S)N3CCCC3)CC2)cc1
2	0.96	2	0.98	4	-16	-1	4	O=P(OC1CCCCC1)(OC1CCCCC1)C(O)c1c(Cl)cccc1Cl (stereo not given)
-2	1.1	-1	1	-10	-7	-3	1	CCN(CC(=O)N1CCCC1)S(=O)(=O)c1ccc(F)cc1
4	0.99	-4	0.96	1	-1	1	-10	CC(C)(C)C(=O)NC1CCN(S(=O)(=O)c2ccccc2F)CC1
3	1.1	3	0.97	-12	.	.	.	CCCCNC(=O)Oc1cc(CCl)on1
1	1	3	0.99	-4	-25	-9	-15	CC(=O)NC1CCC(C(=O)O)(c2ccccc2)C1 (stereo not given)
-3	1.3	-1	1	-29	-3	4	-3	Cc1ccc(OCC(=O)Nc2ccc3c(c2)nc(CCN2CCN(C)CC2)n3C)cc1
0	1	-2	1	-3	-10	-2	5	COc1ccccc1N(CC(=O)NCCSCc1ccccc1)S(C)(=O)=O
6	1.1	-2	0.94	-15	32	3	-4	Cc1[nH]n(-c2ccccc2)c(=O)c1CCOC(=O)c1cccc(C(F)(F)F)c1
-2	1.3	-3	1	-28	6	-6	-3	CCCC(=O)N1CCN(c2ccc(NC(=O)c3cccs3)cc2Cl)CC1
6	1.1	1	0.94	-8	-23	-1	1	COc1ccc(-c2nc(-c3ccccc3)[nH]c(=O)c2C#N)cc1
-4	0.98	2	1	2	6	-10	-3	COc1ccccc1-c1nn2c(C(F)(F)F)nnc2s1
6	0.95	-2	0.94	5	-2	3	-15	FC(F)(F)c1nc(N2CCCC2)ncc1-c1nnnn1-c1ccccc1
-1	0.88	-3	1	12	11	-2	1	CNc1nc(SC)nc(N2CCOCC2)n1
10	0.94	-2	0.9	6	-15	0	-1	CCN(CC)C(=O)Oc1ccc(Br)cc1C(=O)Nc1ccc(F)cc1F
16	0.89	1	0.84	11	-4	6	6	Cc1cc([N+](=O)[O-])ccc1NC(=O)c1ccc(NC(=O)C(C)C)cc1
3	1	1	0.97	-2	9	-8	5	CCCCN(CC)CCNC(=O)c1cn(-c2ccc(Cl)cc2)c(=O)c2ccccc12
-11	0.96	1	1.1	4	16	-17	0	COCC(=O)N1CCN(c2cccc(C(F)(F)F)c2)CC1
4	0.95	-2	0.96	5	8	-7	-2	O=C(NC1CC1)C1CCN(C(=O)c2ccc(Cl)cc2)CC1
5	1.4	2	0.95	-37	-14	8	-3	COc1ccc(NC(=O)C#Cc2ccccc2)cc1OC
9	0.89	0	0.91	11	-1	-9	-4	COc1ccc(N2CCN(c3nc(Cl)nc(N4CCOCC4)n3)CC2)cc1
-6	0.99	0	1.1	1	-37	14	5	CC(=O)Nc1ccc(S(=O)(=O)Nc2ccc(=O)n(Cc3ccc(Cl)c(Cl)c3)c2)cc1
2	0.99	0	0.98	1	-4	-3	-13	O=C(Nc1nc2ccc(F)cc2s1)C1CC(=O)N(c2ccc3c(c2)OCCO3)C1 (stereo not given)
4	1.1	0	0.96	-9	12	-4	0	C=CCN(C(=O)CNC(=O)c1ccco1)C(C(=O)NC1CCCCC1)c1cccnc1 (stereo not given)
8	0.76	0	0.92	24	-2	-11	-12	O=C(Cn1c(-c2ccccc2)c[n+]2ccsc12)c1ccc([N+](=O)[O-])cc1

(more compounds)
mIAP inh	hIAP act	A3A deaminase	mIAP act	hIAP inh	PfGluPho inh	HKDC1 inh	ATG4B inhibitor	structure
15	0.93	-1	0.85	7	21	-2	-12	CCOc1ccc(NC(=S)N(CCN2CCOCC2)Cc2cc3cc4c(cc3[nH]c2=O)OCO4)cc1
9	1.2	-3	0.91	-24	-10	-4	11	CC1=C(C)C(=O)OC(C(C)C2CCC3C4CC=C5CC(OC6OC(COC7OC(CO)C(O)C(O)C7O)C(O)C(O)C6O)CC(O)C5(C)C4CCC23C)C1 (stereo not given)
4	0.94	-3	0.96	6	10	-7	-7	CCOC(=O)C1CCCN(c2c(N3CCN(c4cccc(Cl)c4)CC3)c(=O)c2=O)C1 (stereo not given)
-1	1.2	-4	1	-23	7	-9	-3	CCn1c(C)c(C)c2cc(C(=O)NCCN3CCOCC3)ccc21
7	0.98	0	0.93	2	6	-3	-13	COc1ccc(NC(=S)N2CCN(C)CC2)cc1
5	0.95	-2	0.95	5	-11	4	5	COc1ccc(NC(=O)C/C(C)=N/NC(=O)c2ccncc2)c([N+](=O)[O-])c1
-8	1	20	1.1	-3	0	-8	-5	C=C(C)CCOC(=O)C(CC(=O)O)NCc1ccco1 (stereo not given)
-19	1.1	-3	1.2	-7	-8	1	-6	O=C(c1cc2ccccc2c(=O)o1)N1CCCCCC1
4	1	0	0.96	-5	13	-1	-18	CCN(CC)S(=O)(=O)c1ccc(N2CCCCC2)c(NC(=O)C2=COCCO2)c1
-4	1.2	24	1	-17	-6	6	10	Cc1ccc(OCc2cccc(S(=O)(=O)N(C)C)c2)c([N+](=O)[O-])n1
3	0.91	-1	0.97	9	14	2	26	COc1ccc(C(CCN2CCCC(C)C2)c2c(OC)cc(OC)c3c(-c4ccccc4)cc(=O)oc23)cc1 (stereo not given)
15	0.79	-3	0.85	21	23	-10	-9	O=[N+]([O-])c1cc(C(F)(F)F)cc([N+](=O)[O-])c1NN=C1CCCCC1

In another format: results already given
canonical_smiles	mIAP inh	hIAP act	A3A deaminase	mIAP act	hIAP inh	PfGluPho inh	HKDC1 inh	ATG4B inhibitor
CC1=C(C)C(=O)OC(C(C)C2CCC3C4CC=C5CC(OC6OC(COC7OC(CO)C(O)C(O)C7O)C(O)C(O)C6O)CC(O)C5(C)C4CCC23C)C1 (stereo not given)	9	1.2	-3	0.91	-24	-10	-4	11
CCOC(=O)C1CCCN(c2c(N3CCN(c4cccc(Cl)c4)CC3)c(=O)c2=O)C1 (stereo not given)	4	0.94	-3	0.96	6	10	-7	-7
CCn1c(C)c(C)c2cc(C(=O)NCCN3CCOCC3)ccc21	-1	1.2	-4	1	-23	7	-9	-3
COc1ccc(NC(=S)N2CCN(C)CC2)cc1	7	0.98	0	0.93	2	6	-3	-13
COc1ccc(NC(=O)C/C(C)=N/NC(=O)c2ccncc2)c([N+](=O)[O-])c1	5	0.95	-2	0.95	5	-11	4	5

(continued)
mIAP inh	hIAP act	A3A deaminase	mIAP act	hIAP inh	PfGluPho inh	HKDC1 inh	ATG4B inhibitor	structure
-32	1.2	2	1.3	-18	1	-6	-16	CCOC(=O)c1cc(NC(=O)Nc2ccccc2Cl)c(C)nc1C
-10	0.93	-2	1.1	7	5	7	-1	CCOc1cc(OCC)c(C(C)=O)cc1OCC
8	0.91	42*	0.92	9	42	1	-7	CCCCc1c(C)nc2ccc(OC)cc2c1SCCC(=O)O
2	1	-1	0.98	-4	-6	-5	5	O=C(CSc1nc(-c2ccco2)cc(C(F)(F)F)n1)Nc1ccc(C(=O)N2CCOCC2)cc1

Screening data as filed in PubChem BioAssay.
